High-throughput results as filed in PubChem.
ADAM17 inh: inhibitors of human ADAM17; hit rate 0.83% among 370,000; recombinant ADAM17, EDANS/DABCYL FRET peptide cleavage; AID 720648; P78536; inhibition, % at 6.95 µM;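 active = inhibition above the mean of compounds lying between control limits plus 3 SD, set per campaign, cut at about 8.5% in these data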;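 also: 0% = DMSO-only wells as the low control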
Target sequence (P78536 215-824 limits assumed): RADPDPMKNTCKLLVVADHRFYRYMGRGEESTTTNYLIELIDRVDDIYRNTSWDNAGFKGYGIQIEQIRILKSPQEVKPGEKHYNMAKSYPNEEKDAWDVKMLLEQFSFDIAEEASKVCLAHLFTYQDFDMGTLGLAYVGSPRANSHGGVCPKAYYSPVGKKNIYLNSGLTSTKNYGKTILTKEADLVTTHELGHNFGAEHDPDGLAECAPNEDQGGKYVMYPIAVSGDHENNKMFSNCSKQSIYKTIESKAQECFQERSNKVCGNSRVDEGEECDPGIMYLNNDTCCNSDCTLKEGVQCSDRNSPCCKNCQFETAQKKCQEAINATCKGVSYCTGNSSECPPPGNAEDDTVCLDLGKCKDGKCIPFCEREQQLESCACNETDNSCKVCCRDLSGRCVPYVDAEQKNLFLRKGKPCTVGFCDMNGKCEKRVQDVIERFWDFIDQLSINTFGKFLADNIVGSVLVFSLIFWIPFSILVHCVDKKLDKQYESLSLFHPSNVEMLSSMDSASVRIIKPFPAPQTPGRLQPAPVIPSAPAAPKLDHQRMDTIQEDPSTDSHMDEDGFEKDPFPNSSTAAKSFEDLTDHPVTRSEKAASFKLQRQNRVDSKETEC
ADAM10 inh: inhibitors of human ADAM10; O14672; recombinant ADAM10, EDANS/DABCYL FRET peptide cleavage, 3 h; inhibition, % at 7 µM; hit rate 0.62% among 370,000; AID 720582;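 active = inhibition above a per-campaign cutoff equal to the mean of compounds falling between control-based bounds plus 3 SD, cut at about 20% in these data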;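 also: 0% = DMSO wells while the 100% control is not disclosed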
PG9 Ab binder: binds the HIV-1 gp120 antibody PG9; TR-FRET gp120-PG9 antibody binding; inhibition, % at 6.7 µM; AID 624416; hit rate 0.43% among 360,000; in the data active = inhibition above about 8.5%
hgDAF12 agonist: activates the H. glycines DAF-12 receptor ligand-binding domain. HEK293 GAL4-hgDAF12 UAS-luciferase reporter, agonist luminescence; normalized to butyrate control. activation, % at 6.8 µM. hit rate 1.8% among 370,000. AID 687014;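 active = activation above a cutoff set at the mean of all screened compounds plus 3 SD, cut at about 10% in these data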;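 also: 0% = DMSO wells and 100% = sodium butyrate wells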
hcDAF12 agonist: activators of H. contortus DAF-12 nuclear receptor; HEK293 hcDAF-12 lit1-tk-luc reporter, luminescence; 0% DMSO, 100% Δ7-dafachronic acid; activation, % at 6.8 µM; hit rate 1.4% among 370,000;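 active = activation above the mean of all tested compounds plus 3 SD, cut at about 5.5% in these data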;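 also: 100% = response to 3 µM Δ7-dafachronic acid high control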
FXN GAA850 act: activators of GAA850 frataxin (FXN) promoter | HEK293 lucGAA850 FXN promoter luciferase reporter, 24 h; percent of 10 µM SAHA response | activation, % at 6 µM | AID 540364 | hit rate 0.56% among 360,000;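 active = activation above the average of all compounds screened plus 3 SD, cutoff fixed separately per campaign, cut at about 7.5% in these data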;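 also: 0% = DMSO wells and 100% = 10 µM SAHA wells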
NPR1 activator: GC-A (human) enzyme activation; HEK293 GC-A cells, cGMP TR-FRET, EC30 ANP; 0% at EC30 ANP, 100% saturating ANP; activation, % at 10 µM; hit rate 0.14% among 370,000; in the data active = activation above about 40%
ssDAF-12 act: activators of S. stercoralis DAF-12 nuclear receptor; HEK293 ssDAF-12/GRIP1 lit1-tk-luc reporter, luminescence; % of 3 µM dafachronic acid response; hit rate 1% among 370,000; activation, % at 6.8 µM;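 active = activation above the mean over all tested compounds plus 3 SD, cut at about 0.9% in these data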;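 also: 0% = DMSO-only wells and 100% = 3 µM delta7-dafachronic acid wells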
DAX1 inh-1: blocks DAX1 repression of SF-1 activated StAR promoter; HEK293T StAR-luciferase reporter, SF-1/DAX-1 repression relief; inhibition, % at 6.8 µM; hit rate 1.1% among 370,000; AID 652010;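 active = inhibition above the mean over all tested compounds plus 3 SD, cut at about 3.6% in these data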;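 also: 0% = DAX-1 cells with DMSO and 100% = cells lacking DAX-1 with DMSO; higher inhibition means more luminescence from relief of DAX-1 repression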
SMARCA2 activ: SMARCA2 function activation, primary screen; AID 652017; MG213 cells, MMTV-luciferase reporter, dexamethasone, overnight; activation, % at 9.1 µM; hit rate 1% among 370,000; in the data active = activation above about 7.8%;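 also: 0% = vehicle wells and 100% = reference activator wells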
DAX1 inh-2: inhibitors of human orphan nuclear receptor DAX1 (NR0B1); P51843; HEK293 Gal4-DAX1 luciferase reporter, luminescence; inhibition, % at 6.75 µM; hit rate 0.99% among 340,000; AID 504766;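 active = inhibition above the mean over all tested compounds plus 3 SD, cut at about 4.2% in these data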;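 also: 0% = DAX1-transfected cells with DMSO and 100% = empty-vector control cells with DMSO; inhibition shows as a rise in luminescence from relieved DAX1 repression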
Target sequence (P51843 207-470 limits assumed): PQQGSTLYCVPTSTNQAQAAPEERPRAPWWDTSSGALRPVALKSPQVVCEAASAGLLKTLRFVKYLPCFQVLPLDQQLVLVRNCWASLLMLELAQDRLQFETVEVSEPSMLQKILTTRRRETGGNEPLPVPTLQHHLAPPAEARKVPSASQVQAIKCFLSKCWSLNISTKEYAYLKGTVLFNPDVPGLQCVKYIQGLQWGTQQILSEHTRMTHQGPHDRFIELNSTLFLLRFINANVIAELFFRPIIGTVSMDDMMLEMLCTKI
* hit, by the source's call; x = no result given.

SMILES	ADAM17 inh	ADAM10 inh	PG9 Ab binder	hgDAF12 agonist	hcDAF12 agonist	FXN GAA850 act	NPR1 activator	ssDAF-12 act	DAX1 inh-1	SMARCA2 activ	DAX1 inh-2
Cc1cc(=O)c(C(=O)OC(C)C(=O)NC(N)=O)nn1-c1ccc(Cl)cc1 (stereo not drawn)	5	10	-0.2	-1.8	-1.8	-0.2	-5	-0.9	0.1	-4	-1.0
CC(=O)C1=C(O)C(=O)N(c2ccc(Br)cc2)C1c1ccc([N+](=O)[O-])cc1 (stereo not drawn)	1	3	1.6	-0.4	0.0	1.1	2	-1.0	-0.2	0	0.0
Oc1ccc(Br)cc1-c1n[nH]c(=S)n1Cc1ccccc1	-1	-7	-0.7	-2.0	3.5	-0.4	3	-1.9	0.0	-3	0.4
N#Cc1c(N)nc(SC2CCCCC2=O)c(C#N)c1-c1ccco1 (stereo not drawn)	-19	-57	1.8	1.8	-2.0	-2.8	6	-1.7	-0.1	2	-0.9
O=C(Nc1ccccn1)c1ccc2c(c1)OCCO2	-1	-8	-2.1	13*	3.3	1.4	2	-0.3	4.2*	11*	1.9
COC(=O)c1cc(S(=O)(=O)NC2CCN(Cc3ccccc3)CC2)cn1C	4	15	0.4	-1.0	-0.8	0.8	2	-1.3	0.8	-4	-2.0
CCc1nnc(NC(=O)c2n[nH]c(=O)c3ccccc23)s1	-4	-1	-2.4	0.7	-0.2	0.4	-4	-1.0	0.9	-1	-1.0
CCN(Cc1ccccc1)C(=O)c1ccc(CNS(=O)(=O)c2ccc(C)cc2)cc1	5	12	-0.1	-0.1	-0.1	0.7	0	-0.8	-0.5	-2	-1.8
Cc1cccc(C(=O)N/N=C/c2ccncc2)c1	1	-13	-0.7	-1.8	1.1	1.3	1	-1.4	0.5	-1	-0.7
O=C(Nc1nnc(-c2ccc(F)cc2)o1)c1cccc([N+](=O)[O-])c1	3	4	-0.9	-3.5	1.3	-2.5	-2	-1.7	-0.9	-3	1.1
FC(F)(F)c1ccc(CN2CCCCCC2)cc1	-4	-3	0.2	0.8	0.0	2.8	-3	-1.7	0.2	2	-0.1
CCOC(=O)Cc1csc(NC(=O)COc2ccc(N(C)S(=O)(=O)c3ccc(C)cc3)cc2)n1	5	-6	2.1	-1.8	-2.7	-1.2	0	-1.3	-0.8	-2	-0.3
O=C(CSc1ncccn1)NC(=O)c1ccccc1	-2	-7	0.9	-0.6	-0.5	0.0	0	-1.8	0.4	-6	0.1
CN[C@H]1C[C@H]2c3[nH]c4cccc(-c5cccc(F)c5)c4c3CCN2C(=O)[C@H]1[C@H](C)O	-140	-358	x	-1.2	-3.3	x	-5	-1.9	-1.1	-6	x
CCOC(=O)c1c(C)[nH]c(C(=O)COC(=O)C2CC(=O)N(Cc3ccccc3)C2)c1C (stereo not drawn)	-4	8	-0.7	1.2	-0.3	4.0	2	-0.9	-0.1	-1	1.3
Cc1ccc(/C(N)=N/OC(=O)CN(C)S(=O)(=O)c2ccc(C)cc2)cc1	0	9	-0.6	-2.8	-1.5	-1.1	3	-1.1	-1.4	-3	0.1
CCOc1ccc(Cn2cc(F)c(=O)[nH]c2=O)cc1	-2	2	-1.8	-0.2	0.6	-0.3	-5	-1.8	-0.3	3	0.7
Cc1ccc(C(=O)Nc2ccc(Nc3ccccc3)cc2)cc1C	5	20	-2.7	2.7	-2.2	-0.2	-2	-1.6	0.6	5	1.2
Cc1ccc(C(=O)OCc2cc3ccccc3[nH]c2=O)cc1	-1	-8	15*	0.8	-1.8	-0.8	-1	-1.2	-0.6	-1	0.9
Nc1nccc(NCCSCc2ccccc2)n1	-3	-4	-2.2	0.5	-1.7	-0.9	0	-1.3	-2.4	0	-2.1
O=C1Nc2ccccc2C1=Nc1ccc(S(=O)(=O)Nc2nccs2)cc1	-4	3	-1.2	2.2	4.8	-0.1	-18	-0.1	0.0	-1	-1.4
O=C(NNc1ncccc1-n1cccc1)c1ccc(Cl)cc1	-3	-5	0.2	0.5	-0.4	-0.6	-5	-0.5	0.1	-2	-0.7
O=C(CC1C(=O)NCCN1Cc1ccoc1)NCc1cccc(OC(F)(F)F)c1 (stereo not drawn)	-4	-1	-1.8	-0.1	0.2	0.5	1	-1.1	-0.4	1	0.9
CCN(CC)c1ccc(/C=N/NC(=O)c2c(-c3ccccc3)noc2C)cc1	-38	-108	-2.8	-2.2	-2.9	-1.2	2	-1.7	-0.7	-3	-0.3
COc1ccccc1-c1nnc(SCc2nc3ccccc3s2)n1C	-3	10	-0.4	1.5	8.6*	1.9	-2	0.6	-0.1	2	2.2
O=C1CCCc2cc3c(ccc4ccccc43)cc21	-7	-29	-1.3	7.0	3.1	4.0	4	0.5	2.0	1	2.4
C/C(N=Nc1nc2ccccc2s1)=N\Nc1ccccc1O	2	1	-1.6	1.2	2.9	1.3	-5	0.6	-0.2	-1	1.7
CCOC(=O)N1CCC(N2Cc3cccc(C(=O)N4CCN(C5CCCCC5)CC4)c3C2=O)CC1	1	-3	-0.9	-1.3	0.3	0.8	2	-1.2	-0.6	-1	0.5
COC(=O)c1ccc(CN2CCc3ccc(NC(=O)c4ccncc4)cc3C2)cc1	-1	-5	-1.1	-6.5	-4.8	-1.1	2	-1.9	-7.6	-5	-1.9
Cc1n[nH]c(=S)n(/N=C/c2ccccn2)c1=O	1	8	1.6	2.3	2.2	-0.4	-4	0.2	1.7	0	2.6
Cc1ccccc1OCC(=O)NCCC1=CCCCC1	-4	-2	0.5	2.4	-0.1	3.7	-4	-0.8	-1.0	-1	-1.1
Cc1cc(C(=O)Nc2ccccc2[N+](=O)[O-])cs1	-1	-9	0.0	6.2	1.5	3.3	1	0.2	1.2	2	0.6
COc1ccc(CN(C#N)c2nc(SC)nc(N(C)C)n2)cc1	1	7	-3.2	1.0	-0.1	1.1	8	-1.6	0.2	-1	-1.1
O=C(NCCc1ccccc1)c1ccccc1Cl	-5	9	0.7	3.0	3.1	-2.4	2	-0.3	1.4	0	-1.0
CCC(c1nnc(SCC(=O)N(C)c2ccccc2)n1Cc1ccccc1)N(C)C (stereo not drawn)	3	-6	-1.8	0.4	-1.3	0.3	-1	-0.6	-1.1	7	1.4
Cc1cc(NC(=O)c2cc(S(=O)(=O)N3CCCCC3)ccc2C)n(-c2ccccn2)n1	-3	-1	-0.1	-0.5	-0.1	3.1	4	-1.5	0.1	0	2.3

The last two compounds of the part above lead into the next.
SMILES	ADAM17 inh	ADAM10 inh	PG9 Ab binder	hgDAF12 agonist	hcDAF12 agonist	FXN GAA850 act	NPR1 activator	ssDAF-12 act	DAX1 inh-1	SMARCA2 activ	DAX1 inh-2
CCC(c1nnc(SCC(=O)N(C)c2ccccc2)n1Cc1ccccc1)N(C)C (stereo not drawn)	3	-6	-1.8	0.4	-1.3	0.3	-1	-0.6	-1.1	7	1.4
Cc1cc(NC(=O)c2cc(S(=O)(=O)N3CCCCC3)ccc2C)n(-c2ccccn2)n1	-3	-1	-0.1	-0.5	-0.1	3.1	4	-1.5	0.1	0	2.3
CSc1nc(-c2ccccc2)[nH]c(=S)c1C(C)=O	-3	1	0.8	3.6	1.9	-0.1	-3	-0.1	-0.4	2	1.3
CCOC(=O)C1C(c2ccc(O)c(OCC)c2)NC(=S)NC1(O)C(F)(F)F (stereo not drawn)	1	4	-0.3	1.7	-1.4	-1.2	0	-1.4	0.9	-2	1.1
CC12CCC(C/C1=N\OC(=O)c1c(F)cccc1F)C2(C)C (stereo not drawn)	-5	1	-0.6	-0.5	2.6	-0.9	-2	-1.1	-0.3	2	0.1
CC(C)NC(=O)CN1CCN(C(=O)CCl)CC1	-2	1	-2.1	2.1	-0.7	-0.8	4	-1.7	-1.7	0	0.9
Cc1cc2oc3ccc(NCCCN4CCOCC4)cc3c(=O)c2cc1C	-1	-3	0.1	0.1	0.1	1.3	13	-1.4	0.3	3	0.7
Cc1cc(C)n(CC(O)Cn2c3ccccc3c3ccccc32)n1 (stereo not drawn)	4	8	-0.2	3.1	-1.7	-1.8	-4	-1.2	-0.6	0	3.0
CN[C@H]1C[C@H]2c3[nH]c4cccc(-c5cccc(C)c5)c4c3CCN2C(=O)[C@H]1[C@H](C)O	-59	-179	x	1.0	-1.4	x	-18	-1.7	0.2	-3	x
COc1cccc(C(C(=O)NCc2ccccc2)N2CCN(c3cccc(C)c3C)CC2)c1OC (stereo not drawn)	2	-5	-1.2	0.1	-0.5	x	-4	-1.4	-1.5	-6	x
COc1ccc(-c2nn(-c3ccccc3)cc2/C=N/Nc2ccc(Cl)c(C(=O)O)c2)cc1OC	0	4	0.1	-2.2	0.6	1.9	5	-0.8	-0.2	-2	-1.2
COc1cccc(CN2CCC2(C)C(=O)Nc2ccc3c(c2)CCN3C(C)=O)c1F (stereo not drawn)	-4	-1	0.0	0.4	-3.0	0.5	6	-1.8	-1.6	-1	x
Cc1ccc(S(=O)(=O)N2CCOCC2)cc1C(=O)Nc1ccccc1F	0	-8	-1.6	-0.2	-1.8	0.4	0	-1.1	-0.2	1	-0.4
COc1ccc(-n2c(Cc3cc(=O)[nH]c(=O)[nH]3)nnc2SCC(=O)Nc2cc(C(F)(F)F)ccc2Cl)cc1	0	0	-3.1	3.1	2.0	1.8	-2	-0.7	0.0	0	1.3
CCOC(=O)c1ccc(N=c2sc(C(=O)OC)cc(=O)n2Cc2ccco2)cc1	1	4	-1.5	-0.1	-0.5	15*	4	-1.2	0.8	0	0.6
CCC/C(O)=C1\C(=O)CC(C)(C)CC1=Nc1ccccc1O	0	-2	-1.4	-0.8	0.2	0.4	-6	-1.4	-0.5	0	0.5
Cc1ccc(NC(=O)CSc2n[nH]c(=O)n2C2CC2)cc1S(=O)(=O)N1CCOCC1	1	4	-2.5	-3.7	-2.0	1.1	0	-0.7	-0.5	2	0.1
O=C(OCCN1C(=O)c2ccccc2C1=O)Oc1ccccc1	-2	4	1.3	2.2	1.3	5.5	4	-1.2	0.7	-1	0.2
Cc1[nH]n(-c2ccc(Br)cc2)c(=O)c1C=Nc1ccc(S(=O)(=O)Nc2nccs2)cc1	0	5	-0.4	2.5	-1.3	-2.6	4	-1.1	0.6	0	-0.2
CC(=O)NCC(=O)N(Cc1ccco1)C1(C(=O)NC2CCCC2)CCCCC1	-5	-5	-1.3	5.5	-0.2	1.1	2	-1.4	0.3	0	-0.7
Cc1cc2nnc(SCC(=O)N3CCCCCC3)n2c(N)n1	2	-5	-1.4	-0.8	-0.8	0.7	0	-1.6	-0.3	-3	0.2
NCCCC[C@H]1CN=C(N)N1CCC12CC3CC(CC(C3)C1)C2	0	2	0.5	2.7	-1.3	-0.5	4	-1.4	0.0	-1	-0.4
Cc1ccc(/C=N/NC(=O)C(C)Oc2cccc3ccccc23)o1 (stereo not drawn)	6	7	-0.4	0.6	0.5	3.2	-1	-0.6	0.2	-2	0.0
Cc1ccc(N(CC(O)CN2C(=O)NC(C)(C)C2=O)S(=O)(=O)c2ccc(C)cc2)cc1 (stereo not drawn)	-7	-5	1.5	-2.8	1.1	0.3	0	-1.5	-0.2	-3	1.6
